# Tau fibril FP – qHTS for Inhibitors of Tau Fibril Formation, Fluorescence Polarization; K18 P301L tau heparin fibrillization, Alexa594 FP, 6 h; Potency, µM (titrated, usually from 57.7 µM), for inactives: at the top dose activity, negative = inhibition, actives largely listed as inhibitors; 280,000 compounds, 0.39% hits; AID 1468, 2008; also: % is scaled to controls: 0 for no effect and ±100 for the full control effect; nearly all actives have a fitted effect of over 55% in size
# Target sequence (P10636 561-689 P618L limits assumed): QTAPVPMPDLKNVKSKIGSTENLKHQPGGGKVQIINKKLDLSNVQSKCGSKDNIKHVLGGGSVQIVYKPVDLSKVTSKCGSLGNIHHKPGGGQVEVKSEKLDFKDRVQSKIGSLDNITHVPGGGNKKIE
#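 Compound effects on tau fibrillization are measured by Alexa 594 fluorescence polarization (ex 555, em 632 nm). K18 P301L tau is used at 15 uM with 0.24 uM labeled tracer, and 20 uM heparin induces aggregation over 6 hr at 37 C.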
# L3MBTL1 block – qHTS Assay for the Inhibitors of L3MBTL1 | AlphaScreen L3MBTL1–H3K9me1 peptide binding | Potency, µM (doses to about 57.1 µM), for the others: top-dose activity, negative = inhibition, most hits filed as inhibitors | 230,000 compounds, 0.66% hits; also: % is scaled to controls: 0 for no effect and ±100 for the full control effect; nearly all actives have a fitted effect of over 60% in size
#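 Read-out is AlphaScreen signal from streptavidin donor and nickel chelate acceptor beads (10 ug/mL final each) bridging L3MBTL1 (50 nM) and biotinylated K9-monomethylated H3(1-15) peptide (75 nM), after 30 min compound exposure at room temperature.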
# TexasRed fluor – Total Fluorescence Counterscreen for Inhibitors of the Interaction of Thyroid Hormone Receptor and Steroid Receptor Coregulator 2 | TRb/SRC2 Texas Red total fluorescence interference | Potency, µM (titrated, usually from 106 µM), for inactives: at the highest dose fluorescence change, negative = quenching | 280,000 compounds, 0.29% hits; active = well fitted curve in either direction with a large enough effect; inconclusive = small, poorly fitted or top-dose-only effect; also: % is scaled to controls: 0 for no effect and ±100 for the full control effect
#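 Flags fluorescent or light-absorbing compounds by total fluorescence, S + 2P, at 555 nm excitation and 632 nm emission. Mixture: 20 nM Texas Red SRC2 peptide, 0.6 uM human TRb LBD, 1 uM T3, 5% DMSO; compound exposure 5 h at ambient temperature.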
# Tau fluor counter – Counterscreen qHTS for Inhibitors of Tau Fibril Formation, Fluorescence Polarization; tau K18 P301L Alexa594 fluorescence, heparin fibrillization; Potency, µM (titrated, usually from 57.7 µM), for inactives: at the top dose activity change, negative = decrease; 280,000 compounds, 0.93% hits; AID 1463, 2008; also: % is scaled to controls: 0 for no effect and ±100 for the full control effect; nearly all actives have a fitted effect of over 55% in size
#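 Human K18 P301L tau (15 uM unlabeled plus 0.24 uM Alexa 594-labeled, final) in 100 mM sodium acetate pH 7 was mixed with compound and 20 uM heparin and incubated 6 hr at 37 C.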
# HTT ATP protect – qHTS Multiplex Assay to Identify Dual Action Probes in a Cell Model of Huntington: Cytoprotection (ATP). AID 1471, 2008. Potency, µM (doses to about 56.4 µM), for inactives: cytoprotection (ATP increase), actives largely listed as activators. 230,000 compounds, 0.14% hits. PC12 HTT-Q103 induced, cytoprotection, ATP luminescence, 40 h;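 also: % of control where 0% means no effect; nearly all actives have a fitted effect of over 45% in size; toxic huntingtin expression switched on by the ecdysone agonist tebufenozide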
#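 Quantitative HTS on tebufenozide-induced (100 nM) PC12 cells expressing HTTQ103 exon 1–GFP; compounds tested as a concentration series; survival measured via cellular ATP.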
# RECQ1 inh – qHTS Assay for Inhibitors of RecQ-Like Dna Helicase 1 (RECQ1). Potency, µM (series often up to 57.3 µM), without a hit: top-dose activity, negative = inhibition, most hits filed as inhibitors. RECQ1 DNA unwinding, red fluorescence kinetic read. 240,000 compounds, 0.54% hits. AID 2549, 2010;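 also: plate controls were vehicle for no effect and no enzyme for full effect; nearly all actives have a fitted effect of over 30% in size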
# Target sequence (P46063 whole entry, looked up): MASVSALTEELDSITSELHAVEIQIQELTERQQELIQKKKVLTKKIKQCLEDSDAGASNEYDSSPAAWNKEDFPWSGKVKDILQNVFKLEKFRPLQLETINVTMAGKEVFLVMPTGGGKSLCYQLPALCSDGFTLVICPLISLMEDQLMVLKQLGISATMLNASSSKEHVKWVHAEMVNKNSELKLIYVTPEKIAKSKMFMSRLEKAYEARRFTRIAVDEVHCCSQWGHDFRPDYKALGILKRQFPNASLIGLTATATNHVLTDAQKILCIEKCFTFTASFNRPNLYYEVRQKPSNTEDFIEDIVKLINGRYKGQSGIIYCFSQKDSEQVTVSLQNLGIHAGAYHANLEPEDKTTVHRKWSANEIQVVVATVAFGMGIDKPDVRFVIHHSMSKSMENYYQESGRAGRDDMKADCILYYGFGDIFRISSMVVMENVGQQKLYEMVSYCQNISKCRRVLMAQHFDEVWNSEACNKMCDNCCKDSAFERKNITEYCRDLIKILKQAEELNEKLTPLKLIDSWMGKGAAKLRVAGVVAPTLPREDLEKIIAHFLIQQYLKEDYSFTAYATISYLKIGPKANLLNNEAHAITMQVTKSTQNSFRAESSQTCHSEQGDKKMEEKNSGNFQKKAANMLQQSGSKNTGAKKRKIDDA
#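 RECQ1T1 50 nM; forked duplex (20 bp + 30-nt ss tails) 200 nM, ATP 2 mM final; pH 8.0, 2 mM MgCl2, 2.5 ug/ml poly(dI-dC); 15 min compound preincubation; discontinuous kinetic read over 2 h at RT.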
# TRb SRC2 PPI – qHTS for Inhibitors of the Interaction of Thyroid Hormone Receptor and Steroid Receptor Coregulator 2. Thyroid hormone receptor beta (Homo sapiens), P10828. TRbeta-SRC2 peptide binding, fluorescence polarization; receptor liganded with 1 µM T3. Potency, µM (series often up to 106 µM), for the others: top-dose activity change, negative = inhibition, most hits filed as inhibitors. 280,000 compounds, 0.065% hits. AID 1469, 2008;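 also: plate controls were bound peptide for no effect and peptide without receptor for full effect; nearly all actives have a fitted effect of over 50% in size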
#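 Assay buffer: 20 mM Tris-HCl, 100 mM NaCl, 10% glycerol, 1 mM EDTA, 0.01% NP-40, 1 mM DTT, 1 uM T3, 5% DMSO; TRb LBD 0.6 uM, Texas Red SRC2 20 nM; FP after 5 hr.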
# Tau ThT inhib – qHTS for Inhibitors of Tau Fibril Formation, Thioflavin T Binding. Microtubule-associated protein tau (Homo sapiens), P10636. recombinant tau K18 P301L (four-repeat tau fragment), heparin-induced fibrillization, ThT fluorescence. Potency, µM (titrated, usually from 57.4 µM), for the others: top-dose activity, negative = inhibition, actives largely listed as inhibitors. 270,000 compounds, 2.1% hits. AID 1460, 2008; also: % is scaled to controls: 0 for no effect and ±100 for the full control effect; nearly all actives have a fitted effect of over 55% in size
#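 Heparin-induced fibrillization of the P301L-mutant K18 repeat-domain fragment of human tau was followed by ThT binding in quantitative high-throughput format.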
# Numbers without * were called inactive; i = inactive; u = inconclusive; x = no result given; [ ] = remark or other dose. Unless noted, calls follow the shape of the dose curve; as a rule, active = well fitted curve in the direction sought with a large enough effect; inconclusive = small, poorly fitted or top-dose-only effect, or another doubt; inactive = no such curve, though single readings can be large; an effect the other way counts as inactive or inconclusive. Potency is read from the fitted curve at half-maximal effect. This is a subset; the hit share may differ from the screen's.
cpd	SMILES	Tau fluor counter	L3MBTL1 block	Tau ThT inhib	TRb SRC2 PPI
1	CCc1ccc(OCC(=O)N(C)CCC#N)c(Br)c1	2.1%	2.5%[11.4 µM]	-6.3%	1.5%
2	COc1ccccc1NC(=S)Nc1cccc(F)c1	-6.3%	-20.1%	2.4%	-6.8%
3	COc1ccccc1-c1cc(C(F)(F)F)nc(S(=O)(=O)CCCC(=O)N2CCCCC2C)n1 (configuration not stated)	7.7%	-1.9%	3.0%	4.7%
4	Cc1cscn1	x	0.7%	x	3.8%
5	Fc1ccc(CNc2cc(-c3ccccc3)nc3nncn23)cc1	-6.2%	x	2.0%	-2.0%
6	Cc1cc(C)n(CC(=O)n2c3c(c4ccccc42)CCCC3)n1	-10.3%	-14.8%[11.4 µM]	1.2%	-22.2%
7	CC(=O)c1c(C)[nH]c(C(=O)OCC(=O)Nc2cccc(S(=O)(=O)N3CCCC3)c2)c1C	u	0.6%	-5.8%	0.4%
8	COc1ccccc1/C=C/C=N/n1c(-c2cc(-c3ccccc3)n[nH]2)n[nH]c1=S	u	-6.6%	u	3.8%
9	Cc1noc(C)c1CSc1nnc(-c2ccccc2F)n1CCc1ccccc1	-8.8%	-8.0%	-9.4%	4.2%
10	Cc1cccc(C)c1NC(=O)COC(=O)COc1ccc2c(C)cc(=O)oc2c1	0.3%	8.0%	-15.1%	-12.3%
11	CCc1ccc(OCC(O)CNC(C)(C)C)cc1 (configuration not stated)	-6.3%	x	-8.7%	-10.0%
12	O=C(NCc1cccc(Cl)c1)c1ccc2c(c1)OCO2	-7.4%	2.0%	-2.8%	-2.0%

cpd	RECQ1 inh	HTT ATP protect	Tau fibril FP	TexasRed fluor
1	i	-2.6%	2.5%	2.0%
2	-3.8%	9.8%[10 µM]	-2.8%	1.0%
3	-5.8%	-96.2%[inhibitor]	2.1%	4.4%
4	-4.5%	u	x	-0.2%
5	x	x	0.8%	-0.7%
6	-14.7%	-2.9%	-8.9%	-1.8%
7	-2.7%	13.9%[10 µM]	-16.9%	-0.2%
8	-1.5%	14.9%[10 µM]	-2.9%	-1.8%
9	-6.3%	3.1%	-9.6%	-1.0%
10	-6.6%	15.1%[1.9 µM]	-2.7%	u
11	-4.7%	0.0%	1.9%	0.5%
12	-3.6%	1.1%[10 µM]	-3.4%	-3.0%

# Next records follow:
cpd	SMILES	Tau fluor counter	L3MBTL1 block	Tau ThT inhib	TRb SRC2 PPI
13	COC(=O)C1=C(C)NC(=O)NC1c1ccc([N+](=O)[O-])o1 (configuration not stated)	8.7%	9.7%	0.7%	2.1%
14	CCOC(=O)c1c(NC(=O)CN(C)C)sc(C(=O)N(CC)CC)c1C	-1.6%	-8.8%	-1.8%	4.9%
15	Cc1ccc(N2CC(NC(=O)C3CCCCC3)CC2=O)cc1 (configuration not stated)	-2.0%	x	0.0%	0.8%
16	COc1ccc(S(=O)(=O)N2CCCC(C(=O)Nc3cccc(C(C)=O)c3)C2)cc1 (configuration not stated)	-8.8%	x	-0.4%	1.0%
17	CC(=O)c1ccc(-c2c(C)cc3oc(=O)cc(-c4ccccc4)c3c2C)cc1	-10.3%[81.3 µM]	-4.6%	-15.6%[81.4 µM]	2.5%
18	COc1ccc(CCC(=O)OCC(=O)c2ccc(C)cc2)cc1	-18.2%	50.4%[activator]	u	2.0%
19	COc1cccc(C2CC(c3c(-c4ccccc4)c4cc(Cl)ccc4[nH]c3=O)=NN2S(C)(=O)=O)c1OC (configuration not stated)	u	x	-12.2%	0.4%
20	CCOC(=O)C1=C(C)NC(=O)CC1c1cc2c(cc1Br)OCO2 (configuration not stated)	-4.0%	-0.8%	-2.4%	-1.4%
21	COc1cccc(/C(C)=N/NC(=O)Cc2c(C)[nH][nH]c2=O)c1	-4.8%	-0.4%	-4.4%	-1.1%
22	CCCc1nc2sc3c(N4CCC(C)CC4)ncnc3c2c2c1CCCC2	-4.7%	x	-8.9%	9.6%
23	COC(=O)CSc1cc(C)nc(NC(C)=O)n1	3.2%	1.3%	-1.2%	-7.9%
24	CCCc1nc2oc3c(NCCN4CCOCC4)ncnc3c2c2c1CCCC2	-1.0%	7.1%	-12.6%	0.6%

cpd	RECQ1 inh	HTT ATP protect	Tau fibril FP	TexasRed fluor
13	-5.1%	5.9%[0.074 µM]	3.5%	-0.4%
14	-8.2%	0.1%	-3.6%	2.2%
15	x	x	-6.7%	-0.3%
16	-5.8%	-6.5%[0.074 µM]	-1.3%	-3.7%
17	-9.7%[81.1 µM]	-154.6%[inhibitor]	-2.5%[81.3 µM]	2.3%
18	i	x	-7.9%	-0.1%
19	-4.0%	-31.4%	-1.8%	2.4%
20	-1.7%	8.1%	-4.6%	-0.4%
21	i	-22.4%	-4.6%	1.0%
22	x	x	-7.4%	6.7%
23	-2.7%	6.9%[10 µM]	3.5%	-2.3%
24	-20.4%	-15.5%[0.074 µM]	3.2%	2.0%

# Additional records
cpd	SMILES	Tau fluor counter	L3MBTL1 block	Tau ThT inhib	TRb SRC2 PPI
25	O=C(NCCCN1CCN(c2ccc(F)cc2)CC1)c1cc2c(s1)-c1ccccc1OC2	u	x	u	3.9%
26	CC1(C)NC(=O)N(CC(O)COc2cc3ccccc3cc2C(=O)N2CCCCC2)C1=O (configuration not stated)	-17.1%	-5.6%	-15.0%	0.9%
27	CCOC(=O)C1CCCN(C(=O)C2c3ccccc3Oc3ccccc32)C1 (configuration not stated)	-10.8%	x	-10.6%	-20.4%
28	CCCn1c(SCC(=O)c2cc(C)ccc2C)n[nH]c1=O	-14.8%	x	u	5.0%
29	CC(C)C(c1nnnn1Cc1ccc(F)cc1)N1CCN(c2ccc(O)cc2)CC1 (configuration not stated)	u	-29.0%	u	5.3%[53 µM]
30	COc1cc(C(=O)NCc2ccc(F)cc2)cc(Cl)c1OC	-5.5%	3.9%	3.2%	-2.2%
31	O=C(Nc1ccc(N2CCOCC2)cc1)c1ccc(S(=O)(=O)N2CCCCC2)cc1	-7.6%	-3.9%	-14.2%	4.0%
32	Cc1ccc(S(=O)(=O)c2nc(-c3ccccc3)oc2SCC(=O)NC2CCCCC2)cc1	-15.7%	x	-5.9%	0.4%
33	CCOC(=O)C1(Cc2cccc(OC)c2)CCN(Cc2ccccc2OC)CC1	1.0%	-2.0%	1.4%	0.1%
34	CCOC(=O)NC(=O)CSc1nc2ccc([N+](=O)[O-])cc2[nH]1	0.2%	10.3%	-14.6%	0.7%
35	CCOC(=O)CSC1=Nc2ccccc2C2=NC(CCC(=O)NCc3ccc(F)cc3)C(=O)N12 (configuration not stated)	-2.3%	x	4.0%	-3.0%
36	O=C(O)COc1ccc(/C=N/NC(=O)C2CCCN2S(=O)(=O)c2ccc(Cl)cc2)cc1 (configuration not stated)	-2.2%	x	0.7%	-1.7%

cpd	RECQ1 inh	HTT ATP protect	Tau fibril FP	TexasRed fluor
25	x	x	-0.2%	8.1%
26	6.7%	1.4%	1.5%	-0.6%
27	17.2%	20.6%	-0.6%	-0.7%
28	-15.7%	12.5%	-1.4%	-5.8%
29	-11.8%	9.4%[10 µM]	2.9%	-1.2%[53 µM]
30	-4.7%	19.6%[10 µM]	-2.4%	-1.7%
31	0.2%	-4.8%	-3.2%	-1.4%
32	x	x	-9.6%	-1.5%
33	-7.4%	-24.9%	0.9%	-0.7%
34	i	6.6%[10 µM]	2.2%	-1.3%
35	x	x	-5.1%	2.8%
36	-13.0%	6.5%	1.7%	-1.9%

# Carrying on:
cpd	SMILES	Tau fluor counter	L3MBTL1 block	Tau ThT inhib	TRb SRC2 PPI
37	COc1cc(/C=N/NC(=O)c2ccoc2C)ccc1O	-3.5%	9.3%	u	-21.3%
38	CCO[C@H]1OC(C(=O)NCc2ccccc2)=C[C@@H](c2cn(C(C)=O)c3ccccc23)[C@@H]1CCCO	-18.9%	5.2%	-13.2%	-1.3%
39	O=[N+]([O-])c1nn(-c2ccccc2)n(O)c1=NCCc1ccccc1	-14.8%	u	u	2.6%
40	O=C1CC(C(=O)NCCc2ccccc2)SC(=Nc2ccccc2)N1 (configuration not stated)	-0.1%	x	x	-2.9%
41	CCN(CC)S(=O)(=O)c1ccc(NC(=O)c2c(-c3ccccc3)noc2C)cc1	-28.3%	8.3%	0.7%	-8.8%
42	COc1ccccc1CNC(=O)C1CCCN(c2nn3cc(-c4ccc(F)cc4)nc3s2)C1 (configuration not stated)	-14.9%	x	u	-4.5%
43	O=C1c2ccccc2C(=O)N1CCc1nc(-c2ccc(Cl)cc2)no1	u	x	u	9.9%

cpd	RECQ1 inh	HTT ATP protect	Tau fibril FP	TexasRed fluor
37	-4.6%	5.8%[10 µM]	2.6%	-5.3%
38	i	0.7%[10 µM]	8.2%	-1.7%
39	-17.9%	-18.6%[10 µM]	12.9%	-1.7%
40	-2.9%	4.4%[10 µM]	-2.5%	-0.3%
41	-2.7%	-9.8%	-7.5%	-2.6%
42	x	x	-5.1%	2.6%
43	-1.7%	-11.0%[10 µM]	-10.5%	-1.4%

# Screens deposited in PubChem by National Center for Advancing Translational Sciences (NCATS).
